Screens: PubChem BioAssay, National Center for Advancing Translational Sciences (NCATS)
D2 PAM: positive allosteric modulators of human D2 dopamine receptor; potentiation, % at 10 µM; 340,000 compounds, 0.34% hits; P14416; HEK293 T-REx D2, calcium flux, EC20 dopamine potentiation;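 active = potentiation over 3 SD above the plate norm, cut at about 30% in these data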; also: 0% is about no effect
Target sequence (P14416 whole entry, looked up): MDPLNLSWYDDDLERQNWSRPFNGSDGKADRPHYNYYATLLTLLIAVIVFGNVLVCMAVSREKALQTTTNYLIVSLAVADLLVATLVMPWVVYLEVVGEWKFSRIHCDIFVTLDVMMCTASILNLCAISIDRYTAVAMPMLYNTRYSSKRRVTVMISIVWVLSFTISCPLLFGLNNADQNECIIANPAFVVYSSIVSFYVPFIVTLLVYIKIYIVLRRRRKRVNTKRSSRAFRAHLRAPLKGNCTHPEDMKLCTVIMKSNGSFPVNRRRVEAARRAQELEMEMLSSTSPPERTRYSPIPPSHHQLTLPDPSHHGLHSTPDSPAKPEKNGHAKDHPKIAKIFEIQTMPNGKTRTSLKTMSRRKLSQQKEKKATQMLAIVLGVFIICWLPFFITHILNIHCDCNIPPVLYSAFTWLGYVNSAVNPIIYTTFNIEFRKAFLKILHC
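Calcium flux readout, no-wash dye, 1 read/s. Inducible HEK293 Trex D2 line, overnight 30 C. Compound alone 180 s (agonist flags), then EC20 dopamine, another 180 s to score potentiation.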
D1 PAM: potentiators of human D1 dopamine receptor | HEK293 TREx D1 cells, calcium flux, dopamine EC20 potentiation | potentiation, % at 10 µM | 360,000 compounds, 0.036% hits; in the data active = potentiation above about 30%; also: 0% is about no effect
RXFP1 antag: blocks the human relaxin receptor RXFP1. Q9HBX9. HEK293-RXFP1, relaxin-stimulated cAMP HTRF, 30 min; hits give low values. activity change, negative = inhibition, % at 57.5 µM. 350,000 compounds, 0.59% hits. AID 1259400;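 active = activity change of -60% or lower, but not beyond a set lower limit; inconclusive = change between -60% and -40%, or beyond the set limit; inactive = change above -40%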; also: % is scaled to controls: 0 for no effect and ±100 for the full control effect
D1 agonist: agonists of human D1 dopamine receptor | P21728 | 360,000 compounds, 1% hits | HEK293 T-REx D1 cells, calcium flux, agonist mode | activation, % at 2 µM; in the data active = activation above about 30%; also: 0% is about no effect
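Tetracycline-induced HEK293 TREx D1 cells, force-coupled to calcium signalling, were dye-loaded with a no-wash calcium kit. Compound was pin-added after a 10 s baseline. Fluorescence was read kinetically at 1 cycle/s for 180 s, with calcium rises flagged as agonism.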
Vif-A3G inh: inhibitors of Vif-APOBEC3G interaction. AID 602310. Potency, µM (highest dose often 46.1 µM), for the others: at the top dose activity, negative = active, hits mostly inhibitors. Q9HC16. 410,000 compounds, 0.076% hits. HeLa A3G-eYFP + Vif (tagged APOBEC3G with the HIV-1 protein that degrades it), YFP fluorescence, overnight;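 also: potency is read from the fitted curve at half-maximal effect; % is scaled to controls: 0 for no effect and ±100 for the full control effect; nearly all actives have a fitted effect of over 60% in size; hits raise eYFP signal because A3G escapes Vif-driven loss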
Target sequence (Q9HC16 whole entry, looked up): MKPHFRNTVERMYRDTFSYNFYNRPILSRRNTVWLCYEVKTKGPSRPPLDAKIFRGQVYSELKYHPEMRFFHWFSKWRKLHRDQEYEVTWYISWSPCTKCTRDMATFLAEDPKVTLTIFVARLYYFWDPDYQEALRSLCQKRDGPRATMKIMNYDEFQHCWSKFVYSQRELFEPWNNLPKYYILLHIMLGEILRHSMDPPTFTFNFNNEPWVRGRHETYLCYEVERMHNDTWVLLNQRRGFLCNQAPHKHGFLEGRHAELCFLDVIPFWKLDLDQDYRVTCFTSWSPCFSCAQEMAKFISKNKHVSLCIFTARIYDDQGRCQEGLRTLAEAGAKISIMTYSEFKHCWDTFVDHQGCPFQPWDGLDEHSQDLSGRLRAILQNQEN
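HeLa cells stably expressing Vif and C-terminally eYFP-tagged A3G, seeded overnight at 37 deg C, then exposed to compound by pintool overnight at 37 deg C. Rise in yellow fluorescence (Ex 488/Em 500-530, Acumen) marks blocked Vif-driven A3G degradation.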
RXFP1 ag: agonists of human relaxin receptor RXFP1. Q9HBX9. HEK293T-RXFP1 cAMP TR-FRET, 30 min; response scale: percent of porcine relaxin response, buffer zero. Potency, µM (top dose mostly 57.5 µM), for inactives: top-dose activation, usual class: activators. 370,000 compounds, 0.3% hits; also: potency is read from the fitted curve at half-maximal effect; % is scaled to controls: 0 for no effect and ±100 for the full control effect; nearly all actives have a fitted effect of over 60% in size; many of its hits are not listed in these tables
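Agonist response is measured as cAMP accumulation in an RXFP1-transfected HEK293T line under PDE4 inhibition. Values are scaled between buffer-only and 29 nM porcine relaxin, and EC50s come from standard Hill equation fits.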
GRP78 ERSR act: ER stress response induction in glioma; U87-MG GRP78 promoter luciferase reporter, 16 h; Potency, µM, without a hit: at the highest dose activation, hits mostly activators; 420,000 compounds, 0.02% hits; AID 602332; also: potency is read from the fitted curve at half-maximal effect; series mostly up to about 76 µM; % of control where 0% means no effect; nearly all actives have a fitted effect of over 35% in size
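Stably transfected U87-MG glioma cells carrying a GRP78-based luciferase sensor; 16 h compound incubation. Luminescence end-point read 10 min after Bright-Glo addition at room temperature.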
D1 antagonist: antagonists of human D1 dopamine receptor. P21728. activity change, negative = inhibition, % at 10 µM. HEK293 TREx D1 cells, calcium flux, dopamine EC80; hits give low values. 360,000 compounds, 3.2% hits; in the data active = activity change below about -30%; also: % is scaled to controls: 0 for no effect and ±100 for the full control effect
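Tetracycline-induced HEK293 Trex D1 cells, force-coupled to calcium, dye-loaded; compounds added and read 180 s, then EC80 dopamine added and calcium flux tracked kinetically another 180 s.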
Vif-APOBEC3F blk: blocks the Vif interaction with APOBEC3F | AID 602313 | 390,000 compounds, 0.2% hits | Potency, µM (titrated, usually from 46.1 µM), for the others: at the top dose activity, negative = active | HeLa A3F-eYFP + Vif (tagged APOBEC3F with the HIV-1 protein that degrades it), YFP fluorescence increase; also: potency is read from the fitted curve at half-maximal effect; % of control where 0% means no effect; nearly all actives have a fitted effect of over 65% in size
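HeLa cells stably expressing A3F-eYFP plus Vif, plated and incubated overnight at 37 deg C, then exposed to compounds overnight at 37 deg C. Blocked degradation read as raised yellow fluorescence (Ex 488/Em 500-530).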
* marks the source's active call; other numbers are inactive results; ? = inconclusive; nt = not tested or not shown; & = joins results of further samples. Unless noted, calls follow the shape of the dose curve; as a rule, active = well fitted curve in the direction sought with a large enough effect; inconclusive = small, poorly fitted or top-dose-only effect, or another doubt; inactive = no such curve, though single readings can be large; an effect the other way counts as inactive or inconclusive. A portion of the library. The share of hits here may be higher or lower than overall.

SMILES	D2 PAM	D1 PAM	RXFP1 antag	D1 agonist	Vif-A3G inh	RXFP1 ag	GRP78 ERSR act	D1 antagonist	Vif-APOBEC3F blk
C=CCc1c(C)nc(SC)nc1Nc1ccccc1	0.7	-6.5	11.1	3.3	-0.5%	-1.3%	-6.6%	-1.2	3.6%
O=C(c1ccc(OC2CCN(C/C=C/c3ccccc3)CC2)cc1)N1CCCC1	-19.4	-3.3	-10.5	11.9	2.7%	0.2%	-2.4%	6.2	2.3%
CCc1cccc(NC(=O)COC(=O)c2cc([N+](=O)[O-])ccc2N2CCOCC2)c1	-13.5	-2.2	-12.1	2.8	-24.4%	3.0%	-2.5%	-1.4	1.4%
CC(=O)N1CCC(N(CCN2CCOCC2)C(=S)Nc2ccccc2C)CC1	-2.9	-3.6	16.9	1.3	2.0%	2.1%	4.2%	-0.9	3.0%
COC(=O)c1ccccc1NC(=O)c1ccc2nc(CCc3ccccc3)oc2c1	21.6	-4.2	-6.9	14.4	-0.8%	3.0%	-4.1%	-0.2	-5.4%
CC(=O)CSc1ncnc2c1oc1ccccc12	-1.0	3.2	22.7	0.1	0.7%	?	5.2%	-13.7	-1.0%
CC(C)n1c(C(F)(F)F)nc2cc(C(=O)N3CCOCC3)ccc21	-1.4	-2.5	-4.6	0.2	0.3%	0.6%	-1.2%	2.3	-50.0%
COc1ccccc1NC(=O)c1ccccc1NS(=O)(=O)c1cccs1	-2.6	-6.5	10.1	9.9	-1.0%	0.4%	-0.6%	-8.5	11.1%
COc1ccc(OC)c2[nH]c(C(=O)N/N=C/c3ccccc3O)cc12	-23.0	-2.5	5.7	0.3	?	-2.8%	-6.6%	4.9	0.5%
Cc1cccc(CCNC(=O)CNS(=O)(=O)c2ccc3nc(C)sc3c2)c1	-4.9	-4.3	-31.0	1.6	-4.3%	4.4%	-2.1%	-26.2	-4.8%
CN(C)S(=O)(=O)c1cc(C(=O)Nc2ccn(C)n2)c(Cl)cc1Cl	1.7	3.5	6.0	4.0	0.9%	1.2%	-3.1%	9.0	4.9%
COc1ccccc1OCC(=O)Nc1cc(Cl)ccc1N1CCCCC1	nt	-10.4	0.2	3.8	-3.9%	9.5%	-0.4%	27.2	1.5%
COc1ccccc1N(CC(=O)NC1CCCCC1)C(=O)CCC(=O)Nc1nccs1	5.9	nt	-1.2	2.8	-4.1%	2.3%	-0.6%	1.1	-2.5%
Cc1ccc(NC(=O)CN(C)C(=O)COc2ncnc3ccc(Br)cc23)cc1	-7.6	-2.4	4.3	0.9	0.9%	?	-5.1%	-27.3	-6.2%
COc1ccc(C2NCCc3c2[nH]c2ccccc32)cc1COc1ccc(F)cc1 (stereo not drawn)	23.9	-0.3	?	77.2*	-9.2%	-1.8%	-14.0%	3.8	2.9%
CC(C)(CNC(=O)CNC(=O)c1ccc(Cl)cc1Cl)N1CCOCC1	-2.7	-4.2	-1.8	4.0	1.1%	2.7%	0.0%	-10.5	7.7%
Cc1ccc(-n2c(N)c(C(=O)NCc3ccco3)sc2=S)cc1	-2.1	-1.4	2.9	0.1	2.9%	0.4%	-6.5%	-8.7	0.0%
COc1ccc(S(=O)(=O)N2CCN(CC(=O)NCC3(N4CCOCC4)CCCCC3)CC2)cc1	9.4	0.9	-1.6	1.3	3.8%	0.1%	-5.9%	4.3	1.1%
COC(=O)COc1cccc(NC(=O)COc2ccccc2)c1	-7.1	-1.8	-10.5	-2.9	0.9%	1.4%	?	8.5	-5.0%
CC(=O)N1CCN(c2ccc(NC(=O)c3ccc(Cl)c(Cl)c3)cc2)CC1	1.9	-0.9	-3.7	7.8	0.3%	-0.8%	-0.5%	-22.0	-12.1%

Next part (4 carried over from the part before).
SMILES	D2 PAM	D1 PAM	RXFP1 antag	D1 agonist	Vif-A3G inh	RXFP1 ag	GRP78 ERSR act	D1 antagonist	Vif-APOBEC3F blk
Cc1ccc(-n2c(N)c(C(=O)NCc3ccco3)sc2=S)cc1	-2.1	-1.4	2.9	0.1	2.9%	0.4%	-6.5%	-8.7	0.0%
COc1ccc(S(=O)(=O)N2CCN(CC(=O)NCC3(N4CCOCC4)CCCCC3)CC2)cc1	9.4	0.9	-1.6	1.3	3.8%	0.1%	-5.9%	4.3	1.1%
COC(=O)COc1cccc(NC(=O)COc2ccccc2)c1	-7.1	-1.8	-10.5	-2.9	0.9%	1.4%	?	8.5	-5.0%
CC(=O)N1CCN(c2ccc(NC(=O)c3ccc(Cl)c(Cl)c3)cc2)CC1	1.9	-0.9	-3.7	7.8	0.3%	-0.8%	-0.5%	-22.0	-12.1%
COc1ccc(Br)cc1S(=O)(=O)NCc1ccccc1	-4.8	0.6	4.2	1.0	-3.1%	0.6%	-5.8%	-4.5	6.1%
O=C(NCc1cccs1)C1CCN(S(=O)(=O)c2cccc3cccnc23)CC1	15.7	0.3	nt	1.5	0.0%	2.3%	-1.0%	1.9	5.7%
Nc1ccc2cn[nH]c2c1	-12.3	5.8	nt	0.5	1.4%	-0.4%	1.4%	7.2	2.5%
CCc1ccc(OCC(=O)Nc2ccc(N3CCN(C(=O)c4ccccc4)CC3)cc2)cc1	7.8	-5.6	-3.7	3.1	4.9%	-1.4%	-3.4%	-13.2	-1.9%
CCOc1ccc(CC(=O)NNC(=S)NCCc2ccccc2)cc1	-6.4	0.1	-0.7	-0.6	2.7%	-1.0%	-1.5%	5.9	-13.7%
Cc1ccc(C)c(N2C(=O)N(Cc3ccccc3C)c3ccccc3S2(=O)=O)c1	4.0	-1.6	nt	4.6	1.8%	-0.2%	0.8%	-7.0	-4.5%
O=C1Nc2c(c(=O)[nH]c(=O)n2Cc2ccccc2)C1(NS(=O)(=O)c1ccccc1)C(F)(F)F (stereo not drawn)	0.8	6.1	-0.5	1.4	0.8%	0.1%	-7.1%	11.0	13.1%
O=C(CN1CCCC1c1ccc2c(c1)OCCO2)NC(=O)Nc1ccccc1F (stereo not drawn)	4.5	-1.1	-18.8	4.3	2.6%	-0.5%	-2.7%	8.7	7.4%
CCn1cc(C(=O)OCC(=O)Nc2cccc(C)c2)c(=O)c2ccc(C)nc21	-1.8	3.4	-2.8	2.1	1.1%	4.3%	-1.1%	10.3	-3.4%
Cc1ccc(OCC(=O)N(Cc2ccco2)Cc2ccc(C)o2)cc1	-7.7	-0.7	-32.4	-1.1	-6.1%	-4.6%	-0.8%	-1.3	0.3%
CS(=O)(=O)Nc1ccc(-c2cn3c(n2)SCC3)cc1	-6.9	-4.1	-4.1	4.2	1.7%	3.7%	0.5%	-18.2	-6.5%
Clc1ccc(-c2noc(COc3ccccc3)n2)cc1	6.4	7.1	-18.5	3.2	-3.1%	3.1%	4.2%	6.6	-4.1%
CC(C)n1c(COc2ccccc2)nc2ccccc21	8.3	-2.8	2.6	3.4	-5.5%	3.3%	3.0%	0.7	7.8%
COc1ccc(NC(=O)c2nnn(Cc3cccc(F)c3)c2N)c(OC)c1	-3.6	nt	-7.3	1.7	-0.7%	0.9%	-2.6%	-14.7	-4.4%
CCN(c1ccccc1)S(=O)(=O)c1ccc(OC)c(NC(=O)Cn2cnc3c2c(=O)n(C)c(=O)n3C)c1	-9.0	-0.9	-18.0	7.0	-9.4%	3.0%	-1.1%	4.2	6.1%
COC(=O)c1cccc(S(=O)(=O)N2CCOCC2)c1	5.0	2.7	-10.4	-0.4	-3.3%&5.2%	0.9%	1.8%&-3.5%	4.8	-0.7%
COC(=O)CNC(c1ccccc1)c1cc(Br)ccc1NS(=O)(=O)c1ccccc1 (stereo not drawn)	2.7	-4.3	-3.0	3.3	-1.2%	0.3%	-4.1%	-10.3	13.1%
CCn1c(=O)c2sccc2n2c(CCCC(=O)N3CCN(c4cc(Cl)ccc4C)CC3)nnc12	2.9	-4.3	-0.9	2.6	-12.6%	0.5%	-1.5%	-5.1	6.7%
Cc1cc(C(=O)Nc2ccccc2C)n(-c2ccccc2)n1	-3.5	2.6	-0.1	-0.2	-10.3%	-2.9%	-3.2%	-7.5	19.9%
COc1cccc(-n2c(SCC(=O)NC(C)(C)C)nnc2-c2ccoc2C)c1	-1.6	-8.9	-1.3	-0.1	3.5%	1.0%	-3.3%	2.8	-8.9%
O=S(=O)(c1ccc(Br)cc1)c1nc(-c2ccco2)oc1NCCCn1ccnc1	4.9	4.9	-11.2	5.5	-1.1%	0.3%	-2.6%	0.3	-2.7%
O=S(=O)(c1cnc(Cl)c(Cl)c1)N1CCCc2ccccc21	-16.5	-3.1	-1.8	3.0	-17.4%	-0.3%	-4.9%	-5.9	1.9%
Cc1ccc(-c2c(C(=O)Nc3ccc(F)c(F)c3)oc(=O)c3ccccc23)cc1	2.5	-1.9	-18.7	4.0	2.6%	-1.6%	-5.7%	-1.0	1.1%
CC(C)N=C1NN=C(c2cccs2)CS1	2.0	0.8	-1.0	1.4	1.0%	1.0%	-7.5%	-5.8	7.2%
CN1C(=O)[C@@H]2[C@@H]3C[C@@H]([C@H]4ON=C(c5ccccc5OCC#N)[C@@H]34)[C@@H]2C1=O	5.0	-1.7	-15.3	0.6	-1.9%	4.1%	-2.9%	-13.0	-2.9%
Cc1nn(C(C)C(=O)N2CCCCC2)c(=O)c2c1sc1ccccc12 (stereo not drawn)	4.1	4.9	-4.4	2.7	1.6%	-0.1%	-1.3%	28.5	nt
O=C(CCc1nc2ccccc2s1)OCC(=O)c1ccccc1	-1.4	-5.8	-2.2	1.6	-15.5%	1.5%	2.0%	-1.3	1.2%
Cc1cccc(-c2noc(CN(C)S(=O)(=O)c3cc(Cl)ccc3Cl)n2)c1	-3.2	-5.5	-2.1	13.9	3.2%	0.2%	-2.5%	-6.4	-4.0%
Cc1ccc(N=C(NO)c2nonc2N)c(C)c1	-3.8	0.1	15.3	5.5	-5.9%	1.2%	0.7%	-4.0	-4.2%
C[C@@H](C(=O)NCC1CC1)[C@@H]1C[C@@]1(C)[C@@H](NC(=O)OCc1ccccc1)c1ccccc1	5.1	5.2	nt	3.4	-4.7%	0.9%	-0.8%	-11.1	4.4%
CCCCc1nc(N2CCOCC2)c(C#N)c2c1COC(C)(C)C2	12.0	8.5	-2.9	1.5	-3.6%	1.4%	-2.2%	23.4	-3.7%
